Screening results (PubChem)
PRMT1 FP inh: blocks human protein arginine methyltransferase 1; Q99873; inhibition, % at 2.79 µM; 370,000 compounds, 1.3% hits; recombinant PRMT1, activity-based probe fluorescence polarization; AID 652257;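 active = inhibition above about 21% made by adding two undisclosed values, limit read from the data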
PG9 binder: small molecules binding HIV-1 gp120 antibody PG9; inhibition, % at 6.7 µM; 360,000 compounds, 0.43% hits; TR-FRET gp120-PG9 antibody binding; in the data active = inhibition above about 8.5%
TDP2 absorb: TDP2 (human) inhibition, absorbance primary screen; inhibition, % at 12.8 µM; AID 720702; O95551; recombinant TDP2, T5PNP hydrolysis, p-nitrophenol absorbance 415 nm; 370,000 compounds, 0.34% hits;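 active = inhibition above the mean of all tested compounds plus 3 SD, set per campaign, cut at about 25% in these data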;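 note: 0% = DMSO with enzyme and 100% = buffer with substrate but no TDP2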
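Assay system: Recombinant human TDP2 | Quantity: 120 nM TDP2 per well | Incubation: 2 h at 37 °C | Signal: Epi absorbance | Evaluation: Percent inhibition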
UHRF1 MBD2 ctr: human UHRF1 methylated DNA binding inhibitors. 370,000 compounds, 0.75% hits. AID 687016. Q96T88. inhibition, % at 4.4 µM. UHRF1 binding to methylated oligo, TR-FRET; in the data active = inhibition above about 21%;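 note: UHRF1 SRA domain binding a hemimethylated CpG hairpin DNA probe; 0% = median of test compound wells and 100% = reference inhibitor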
TCR CD3 inh: blocks the human TCR-CD3 interaction; TAMRA-labeled TCR probe fluorescence, biochemical; inhibition, % at 9.4 µM; 360,000 compounds, 0.37% hits; AID 651800; in the data active = inhibition above about 19%;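 note: recombinant mutant TCR 2C K166C tagged with TAMRA read by polarization; 0% = receptor in buffer alone and 100% = receptor with positive control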
ABHD4 inh: inhibits mouse alpha/beta hydrolase domain 4; Q8VD66; purified mABHD4, FP-Rh probe fluorescence polarization; inhibition, % at 8.92 µM; 370,000 compounds, 0.54% hits; AID 720543;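 active = inhibition exceeding the mean over every tested compound plus 3 SD, cut at about 30% in these data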;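 note: 0% = plate median of compound wells and 100% = S159A mutant with DMSO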
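assay system = mABHD4 protein | compound dosing = single nominal dose of 8.92 µM, 0.89% DMSO final | read-out basis = percent inhibition of probe binding, normalized to plate controls | schedule = Enzyme–compound pre-incubation 45 min, then probe 60 min, both 25 °C | detection = fluorescence polarization, excitation 525 nm, emission 598 nm, BODIPY TMR filters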
HTRA1 inh: HTRA1 (human) protease inhibition; 340,000 compounds, 0.5% hits; recombinant HTRA1, FP-rhodamine activity-based probe, fluorescence polarization; inhibition, % at 5.96 µM; in the data active = inhibition above about 36%;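 note: 0% = enzyme with DMSO and 100% = wells lacking enzyme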
Target sequence (Q92743 whole entry, looked up): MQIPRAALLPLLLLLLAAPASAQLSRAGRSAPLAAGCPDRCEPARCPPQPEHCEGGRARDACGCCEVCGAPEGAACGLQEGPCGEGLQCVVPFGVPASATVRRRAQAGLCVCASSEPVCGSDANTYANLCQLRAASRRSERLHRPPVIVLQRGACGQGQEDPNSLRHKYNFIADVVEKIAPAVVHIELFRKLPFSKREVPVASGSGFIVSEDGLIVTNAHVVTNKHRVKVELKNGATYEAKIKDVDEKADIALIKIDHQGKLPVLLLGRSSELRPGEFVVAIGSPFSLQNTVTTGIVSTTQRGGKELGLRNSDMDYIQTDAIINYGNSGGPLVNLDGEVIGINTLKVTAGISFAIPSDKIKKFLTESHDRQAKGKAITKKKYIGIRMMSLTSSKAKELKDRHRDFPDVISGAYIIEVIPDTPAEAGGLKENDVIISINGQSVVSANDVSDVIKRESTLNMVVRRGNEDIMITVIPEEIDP
DDE Tn7 FP inh: inhibitors of Tn7 peptide binding to human fibrin DD(E); P02675; FP displacement of FITC-Tn7 peptide from fibrin DD(E); 0% = median of compound wells per plate; inhibition, % at 8.3 µM; 370,000 compounds, 0.13% hits;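 active = inhibition above the mean of compounds falling within the control limits plus 3 SD of them, cut at about 14% in these data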;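 note: 0% = plate median of compound wells and 100% = 10 µM Aha-Tn7 peptide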
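Assay system: Human clot-derived fibrin DD(E) complex | Buffer or medium: Tris/NaCl/CaCl2 buffer, pH 7.8 | Repeats: One replicate per compound | Benchmarks: Aha-Tn7 high control | Measure: % inhibition scaled between sample-field median and high-control FP | Schedule: 10 min plus 3 h, room temperature | Signal: Fluorescence polarization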
SIAE inh: inhibitors of human sialic acid acetylesterase SIAE; SIAE FP-Rh probe binding, fluorescence polarization; 370,000 compounds, 0.69% hits; inhibition, % at 9.66 µM; Q9HAT2;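 active = inhibition above a cutoff: mean of compounds within the control limits plus 3 SD of those, cut at about 17% in these data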;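 note: 0% = plate median of compound wells and 100% = probe without SIAE protein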
Target sequence (Q9HAT2 whole entry, looked up): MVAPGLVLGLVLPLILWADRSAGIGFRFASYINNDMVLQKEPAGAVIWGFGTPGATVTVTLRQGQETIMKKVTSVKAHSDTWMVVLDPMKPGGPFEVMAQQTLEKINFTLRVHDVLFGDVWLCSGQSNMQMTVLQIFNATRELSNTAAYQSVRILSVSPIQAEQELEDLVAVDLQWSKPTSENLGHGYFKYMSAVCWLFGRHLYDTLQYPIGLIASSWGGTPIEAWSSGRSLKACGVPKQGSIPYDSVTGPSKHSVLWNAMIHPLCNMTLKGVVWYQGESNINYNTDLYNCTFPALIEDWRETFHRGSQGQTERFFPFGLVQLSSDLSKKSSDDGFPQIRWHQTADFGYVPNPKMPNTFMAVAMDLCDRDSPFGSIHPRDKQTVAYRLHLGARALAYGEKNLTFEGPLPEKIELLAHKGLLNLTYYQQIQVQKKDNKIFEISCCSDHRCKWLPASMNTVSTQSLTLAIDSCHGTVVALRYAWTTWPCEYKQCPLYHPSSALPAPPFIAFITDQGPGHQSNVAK
LEDGF integ inh: blocks HIV-1 LEDGF/p75-dependent DNA integration; 370,000 compounds, 0.64% hits; inhibition, % at 3.7 µM; TR-FRET IN-LEDGF/p75 DNA integration, Eu/Cy5;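 active = inhibition above the screen-wide mean plus 3 SD, cut at about 13% in these data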;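 note: signal is the Cy5 over europium emission ratio at 671 and 618 nm; 0% = plate median of compound wells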
Numbers without * were called inactive; . = no result given.

1) C=CCN(CC(=O)NC1CC1)S(=O)(=O)c1cccc(C(F)(F)F)c1
2) Nc1ccccc1SCc1cc([N+](=O)[O-])cc2c1OCOC2
3) Cc1ccc(S(=O)(=O)Nc2ccc3c(c2)nc(CCN2CCN(c4ccccn4)CC2)n3C)cc1
4) COc1cc2c(cc1OC)C(c1cc3ccccc3oc1=O)=NC(C)(C)C2
5) COC(=O)[C@]12C[C@H](CC(=O)NCC3CCCCC3)C(=O)N(CCc3ccc(OC)c(OC)c3)C1=C[C@H](C(C)C)O[C@@H]2C1CC1
6) CCOC(=O)N1CCN(c2nc(=S)n(-c3ccccc3)c(C)c2C(C)=O)CC1
7) Cc1nn(CC2CC2)c(=O)n1-c1ccc(F)cc1
8) Cc1ccc2cccc(OCC(=O)N(C)CC(=O)Nc3ccc(F)cc3)c2n1
9) CC(C)Cc1nc(SCC(=O)NCc2ccccc2)n[nH]1
10) CCOC(=O)c1ccc(CNC(=O)c2cc(C(C)(C)C)oc2C)o1

Screen / compound no.,1,2,3,4,5,6,7,8,9,10
PRMT1 FP inh,-3.5,-1.4,1.7,3.0,5.6,5.4,-1.5,2.4,0.1,2.0
PG9 binder,-0.3,-1.5,1.5,0.3,.,0.9,-0.6,3.8,-1.3,-2.1
TDP2 absorb,-0.3,7.5,-2.0,11.3,6.2,8.1,11.3,8.8,7.7,2.1
UHRF1 MBD2 ctr,1.3,-2.2,-1.2,-1.4,0.7,2.7,0.2,0.4,-2.3,-2.2
TCR CD3 inh,-1.0,6.4,7.0,-4.1,.,2.4,4.1,0.2,4.7,2.9
ABHD4 inh,-3.5,-6.1,-0.2,0.5,-8.9,3.3,-1.2,10.4,1.7,-8.2
HTRA1 inh,-3.2,-1.3,1.7,0.6,.,-2.1,1.0,4.3,10.2,-11.3
DDE Tn7 FP inh,-2.6,7.4,-2.8,4.5,-2.8,2.5,0.7,3.2,0.9,-5.3
SIAE inh,2.3,-1.5,18.5*,0.5,5.5,1.9,3.4,0.2,5.0,-0.4
LEDGF integ inh,4.2,-0.3,1.1,-0.5,4.9,2.1,2.7,-5.0,-3.4,-1.4

11) COC(=O)c1ccc(COc2ccc(C=O)cc2OC)o1
12) C/C(CC(=O)Nc1cccc(C(F)(F)F)c1)=N\NC(=O)c1ccncc1
13) COc1ccc(C(=O)N/N=C/c2ccc(OC)c(CN3CCCc4ccccc43)c2)cc1
14) COc1cccc(Cn2c(N)c(C#N)c3nc4ccccc4nc32)c1OC
15) CCOC(=O)c1ccc(NC(=S)N2CCSC2c2ccc(Cl)cc2)cc1 (centres undefined)
16) COc1ccc(N2CCN(C(=O)Cc3ccc(Cl)cc3)CC2)cc1
17) COc1cccc(-c2ccc(NC(=O)C3CCCN(Cc4nccn4C)C3)cc2)c1 (centres undefined)
18) CCN(CC)CCn1nc(C)nc1-c1ccccc1O
19) Cc1ccc(S(=O)(=O)N2CCN(C(=O)c3ccco3)CC2)cc1C
20) CCN(CC)C(=O)CSc1nc2cc3c(cc2c(=O)n1Cc1ccc2c(c1)OCO2)OCO3

Screen / compound no.,11,12,13,14,15,16,17,18,19,20
PRMT1 FP inh,-2.3,1.9,-1.3,1.2,83.7*,-1.7,-3.0,3.1,2.2,-0.1
PG9 binder,2.7,-2.2,-2.0,2.8,-0.9,-2.2,-3.0,-0.2,-1.1,-0.8
TDP2 absorb,-19.1,-4.8,-12.8,-7.7,-9.3,-14.3,-13.0,-13.5,14.2,8.6
UHRF1 MBD2 ctr,-3.0,-5.5,-3.8,-3.5,0.7,-0.4,-0.5,5.8,0.6,-2.9
TCR CD3 inh,10.9,-2.8,5.7,-2.8,0.4,0.4,5.3,-1.2,-7.8,-2.1
ABHD4 inh,-9.4,-13.2,-4.9,4.3,-2.6,3.0,-15.4,-6.2,5.9,-1.7
HTRA1 inh,6.8,-10.4,-14.8,-5.8,-35.6,1.0,-4.6,4.0,7.7,3.8
DDE Tn7 FP inh,0.5,-7.6,3.9,-2.5,-2.6,-0.4,-1.5,-1.8,5.6,-1.4
SIAE inh,-7.1,-4.8,3.7,-1.2,-21.9,-4.9,-5.5,0.6,-3.3,-0.6
LEDGF integ inh,1.9,4.3,3.0,2.9,-2.8,-2.9,-0.6,-2.0,-3.8,0.1

Two of these compounds in a different format:
6	CCOC(=O)N1CCN(c2nc(=S)n(-c3ccccc3)c(C)c2C(C)=O)CC1
- PRMT1 FP inh: 5.4
- PG9 binder: 0.9
- TDP2 absorb: 8.1
- UHRF1 MBD2 ctr: 2.7
- TCR CD3 inh: 2.4
- ABHD4 inh: 3.3
- HTRA1 inh: -2.1
- DDE Tn7 FP inh: 2.5
- SIAE inh: 1.9
- LEDGF integ inh: 2.1
7	Cc1nn(CC2CC2)c(=O)n1-c1ccc(F)cc1
- PRMT1 FP inh: -1.5
- PG9 binder: -0.6
- TDP2 absorb: 11.3
- UHRF1 MBD2 ctr: 0.2
- TCR CD3 inh: 4.1
- ABHD4 inh: -1.2
- HTRA1 inh: 1.0
- DDE Tn7 FP inh: 0.7
- SIAE inh: 3.4
- LEDGF integ inh: 2.7

Next records
21) O=C(N/N=C/c1cc2c(cc1Br)OCO2)c1cccnc1
22) COc1ccc(N2CCN(C(=O)CCCCCn3c(=S)[nH]c4ccc(N5CCOCC5)cc4c3=O)CC2)cc1
23) COc1ccccc1-n1cnnc1SCC(=O)Nc1ccccc1
24) CC(C)c1ccc(NC(=O)COC(=O)c2ccc(CN3CCCC3=O)cc2)cc1
25) O=C1C=C(c2cccc(O)c2)C[C@@H](c2ccc(F)cc2)C1
26) COc1ccc(CN2[C@@H](CC(=O)O)c3cc(F)ccc3S2(=O)=O)cc1
27) CC(C)NC(=O)C1(C)CCN1C(=O)c1cccc(Cl)c1 (centres undefined)
28) Clc1ccc(OCc2cn3ccccc3n2)c2ncccc12
29) O=[N+]([O-])c1cc(C(F)(F)F)ccc1Cl
30) CC(C)(C)C(=O)Nc1ccc(-c2cn3cccnc3n2)cc1

Screen / compound no.,21,22,23,24,25,26,27,28,29,30
PRMT1 FP inh,-2.4,5.5,-3.5,-0.3,3.9,1.6,0.3,-5.5,3.0,5.2
PG9 binder,-1.6,-0.2,-1.5,-1.6,-1.2,0.0,-2.6,-0.9,1.9,-0.4
TDP2 absorb,-6.8,-2.6,-7.4,3.2,6.3,12.5,4.5,6.2,5.5,1.8
UHRF1 MBD2 ctr,-3.8,0.8,2.5,0.2,-2.0,0.8,0.9,-5.1,0.7,-3.2
TCR CD3 inh,7.1,-4.7,0.8,3.7,-2.9,3.6,1.2,0.1,-1.8,1.4
ABHD4 inh,-4.4,19.2,-1.4,4.3,-2.7,2.0,5.3,0.5,1.4,3.6
HTRA1 inh,0.4,2.1,1.2,4.3,-17.2,-2.1,.,15.3,-1.0,-2.8
DDE Tn7 FP inh,3.6,5.7,-11.5,-2.7,2.9,-1.1,-6.7,-2.7,-5.4,0.2
SIAE inh,1.7,6.7,1.0,-1.1,0.3,-6.2,2.4,2.6,3.0,-3.4
LEDGF integ inh,-3.3,-2.8,-0.8,0.6,-0.6,0.5,0.5,0.0,4.7,-1.8

31) Cc1ccc(NC(=O)COC(=O)c2c(-c3ccccc3)noc2C)cc1
32) Cc1ccc(CNc2ccc3c(c2)nc(C)n3C)cc1
33) COC(=O)[C@]12C[C@H](CC(=O)N3CCCCC3)C(=O)N(CCc3ccc(OC)c(OC)c3)C1=C[C@H](C(C)C)O[C@@H]2C1CC1
34) Cn1ccc2cc(-c3ccc4ncnc(NCc5cccs5)c4c3)ccc21
35) CCN(CC(=O)Nc1c(F)cccc1F)C(=O)c1cc(C)nc2ccccc12
36) COc1ccccc1/C=N/NC(=O)c1ccc(Br)cc1
37) COc1ccccc1NC(=O)N(CCN1CCOCC1)Cc1cc2cc(C)cc(C)c2[nH]c1=O
38) CCc1nnc(NC(=O)CSCc2cc(=O)n3nc(C)sc3n2)s1
39) O=C(CCSCc1ccc(Cl)cc1)NCc1ccco1
40) CNc1ccccc1-c1nc2ccccc2n(C)c1=O

Screen / compound no.,31,32,33,34,35,36,37,38,39,40
PRMT1 FP inh,1.2,-0.6,-4.9,0.3,0.3,1.3,6.1,-1.8,-3.7,0.7
PG9 binder,0.3,-4.5,.,-0.8,-0.3,-2.2,1.3,0.9,2.0,-1.4
TDP2 absorb,-0.9,-1.2,4.5,-8.9,-7.1,2.9,4.8,-9.5,-2.6,-8.2
UHRF1 MBD2 ctr,0.8,-4.1,-0.8,-1.2,-0.3,-2.4,-0.5,-1.0,-1.7,-5.8
TCR CD3 inh,12.1,2.8,.,3.0,2.6,6.3,-4.5,5.1,2.3,2.1
ABHD4 inh,-2.4,-7.3,6.1,-11.9,-2.9,-3.3,-5.1,3.3,5.2,2.2
HTRA1 inh,-17.1,-3.5,.,-43.2,5.6,-12.7,0.8,0.7,-3.6,4.6
DDE Tn7 FP inh,4.3,-2.3,4.0,4.8,5.2,5.6,0.4,5.4,6.4,-4.9
SIAE inh,-2.1,-3.7,5.4,-12.9,-5.8,-7.7,1.2,-1.1,4.8,3.2
LEDGF integ inh,-4.0,2.6,-0.4,1.9,-2.6,-4.6,4.4,1.1,-0.8,-1.5

41) CSCc1cc(N2CCOCC2)nc(-c2ccccc2)n1
42) O=C(CSc1ncn(-c2ccccc2)n1)c1cccs1
43) O=C1c2ccccc2C(=O)N1CC1c2ccccc2CCN1C(=O)CN1CCOCC1 (centres undefined)
44) C=CCSc1nnc(-c2nnc(SCC=C)n2-c2ccccc2)n1-c1ccccc1
45) COc1ccc(NC(=O)N(C)[C@H]2C[C@H]3c4[nH]c5ccccc5c4CCN3C[C@H]2[C@H](C)O)cc1
46) Cc1cccc2nc(CSc3nnc(N)s3)cn12
47) C[C@H](O)[C@@H]1CN2CCc3ccc(N4CCOCC4)cc3[C@@H]2C[C@@H]1N(C)C(=O)c1ccccc1F
48) CCOC(=O)C1=C(C)Nc2sc(C(=O)c3ccc(C)cc3)c(N)c2C1c1ccc(C(=O)OC)cc1 (centres undefined)
49) CN(C)CCCn1c(NC(=O)C2CCCCC2)nc2ccccc21

Screen / compound no.,41,42,43,44,45,46,47,48,49
PRMT1 FP inh,-3.0,-0.4,-3.5,0.3,4.2,-4.5,2.0,5.9,-2.7
PG9 binder,0.2,-0.3,0.0,0.1,-3.4,-0.1,.,-2.1,0.2
TDP2 absorb,5.1,-1.0,6.2,-6.6,1.3,4.0,2.4,3.2,-7.7
UHRF1 MBD2 ctr,-4.1,-0.1,1.1,0.6,8.3,-0.5,-0.2,2.1,-2.7
TCR CD3 inh,-0.6,-6.0,-3.0,5.6,-4.3,5.8,.,-2.2,-2.4
ABHD4 inh,-2.5,-4.6,4.0,-4.7,-4.1,2.6,-0.1,2.8,-2.6
HTRA1 inh,1.7,-3.5,7.3,-7.2,4.6,-1.0,.,2.3,3.3
DDE Tn7 FP inh,-6.8,0.6,-0.8,4.0,8.6,3.0,-0.1,-5.9,-0.5
SIAE inh,4.0,4.9,3.8,-2.1,1.8,1.9,1.1,16.9,-3.5
LEDGF integ inh,1.7,1.2,6.1,-1.6,-1.1,4.5,-1.2,1.9,3.0
